High-throughput results as filed in PubChem.
STAT3 inh: reduces IL-6 driven STAT3 reporter signal; inhibition, % at 5.5 µM; 190,000 compounds, 0.89% hits; U3A cells, IL-6 STAT3-luciferase reporter, luminescence; host cell line lacks STAT1; AID 862;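 active means inhibition above the mean inhibition across all screened compounds plus 3 SD, cut at about 44% in these data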;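 further: 0% = DMSO only wells and 100% = 100 µM nifuroxazide control wells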
ROMK mod: human ROMK K+ channel modulation, primary screen. 130,000 compounds, 2% hits. B-score at 10 µM. P48048. Tet-inducible ROMK, thallium flux fluorescence; actives lie on both sides;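 active means signal ratio slope over the read window, or its plate-corrected B-score, at least 3 SD from the plate mean, either direction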;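 further: B-score of the F/F0 ratio slope over 7 to 12 s after thallium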
Target sequence (P48048 whole entry, looked up): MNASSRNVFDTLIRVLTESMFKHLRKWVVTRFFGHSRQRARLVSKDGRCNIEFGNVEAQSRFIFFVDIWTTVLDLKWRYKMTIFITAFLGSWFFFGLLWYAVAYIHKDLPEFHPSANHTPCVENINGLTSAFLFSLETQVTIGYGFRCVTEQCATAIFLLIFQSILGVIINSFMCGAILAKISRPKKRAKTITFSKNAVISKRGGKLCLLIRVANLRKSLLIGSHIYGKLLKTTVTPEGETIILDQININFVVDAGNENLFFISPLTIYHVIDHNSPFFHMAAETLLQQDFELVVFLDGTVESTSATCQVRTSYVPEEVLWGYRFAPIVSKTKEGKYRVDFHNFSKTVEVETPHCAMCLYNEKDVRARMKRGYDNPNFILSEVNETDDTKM
bIAP inh: intestinal alkaline phosphatase (bovine) inhibition. purified bovine IAP, CDP-star luminescence, 30 min. inhibition, % at 20 µM. 190,000 tested, under 10 active;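 active means over 50% inhibition of intestinal alkaline phosphatase at 20 µM in the single-dose screen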
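Incubation: 30 min reaction at room temperature / Material: purified bovine intestinal alkaline phosphatase (IAP) enzyme / Input: enzyme at 1/65,000,000 dilution / Dosing: 20 µM single dose / Signal: CDP-star luminescence signal / Reagent: CDP-star chemiluminescent phosphatase substrate, 30 µM final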
STAT3 act: activators of IL-6 induced STAT3 signaling; U3A cells, IL-6 STAT3-luciferase reporter, luminescence; 100% = signal with IL-6 EC80 alone; activation (% of control), % at 5.6 µM; 190,000 compounds, 0.91% hits;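 active means activation above the screen-wide mean of compound activation plus 3 SD, cut at about 130% in these data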;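 further: 0% = background luminescence of wells with medium and substrate only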
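Test system: Human STAT1-deficient U3A cells with stable STAT3-luciferase reporter | Also added: Interleukin-6, 33 ng/mL | Timing: Compound pre-incubation 1 h before IL-6, then 6 h stimulation at 37 °C | Technique: Luciferase reporter luminescence | Read-out: Percent of IL-6-only median luminescence | Benchmarks: IL-6-only wells as 100% reference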
STAT1 inh: reduces IFN-gamma driven STAT1 reporter signal; inhibition, % at 5.5 µM; NIH 3T3 STAT1-luciferase reporter, luminescence; 200,000 compounds, 0.35% hits;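 active means inhibition above a set limit, the mean inhibition across all tested compounds plus 3 SD, cut at about 34% in these data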;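 further: 0% = IFN-gamma with DMSO and 100% = IFN-gamma with 300 µM nifuroxazide; values of inactives mirror those of a sister screen read the other way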
PPARg SRC2 recr: agonists of SRC-2 recruitment by human PPARgamma | 200,000 compounds, 0.34% hits | P37231 | activation, % at 8 µM | PPARgamma LBD-SRC-2 recruitment, biochemical; in the data active means activation above about 22%;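 further: 0% = vehicle and 100% = reference agonist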
Target sequence (P37231 whole entry, looked up, the tested form may be a part): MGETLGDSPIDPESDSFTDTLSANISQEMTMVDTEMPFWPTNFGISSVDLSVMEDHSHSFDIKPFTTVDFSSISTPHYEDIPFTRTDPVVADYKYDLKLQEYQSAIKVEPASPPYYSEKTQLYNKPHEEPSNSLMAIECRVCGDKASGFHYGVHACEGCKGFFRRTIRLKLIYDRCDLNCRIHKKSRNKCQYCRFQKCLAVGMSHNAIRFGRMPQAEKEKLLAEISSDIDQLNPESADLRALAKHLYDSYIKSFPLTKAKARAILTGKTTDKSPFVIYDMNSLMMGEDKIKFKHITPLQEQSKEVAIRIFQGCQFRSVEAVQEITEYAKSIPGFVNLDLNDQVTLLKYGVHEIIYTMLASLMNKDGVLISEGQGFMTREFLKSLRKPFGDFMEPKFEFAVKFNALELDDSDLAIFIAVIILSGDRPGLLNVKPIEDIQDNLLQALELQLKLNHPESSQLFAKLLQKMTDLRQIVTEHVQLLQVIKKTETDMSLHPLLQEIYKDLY
TNAP act hiacc: activators of human TNAP at high phosphate acceptor concentration; AID 1136; activation factor at 20 µM; 200,000 tested, under 10 active; P05186; purified TNAP, CDP-star luminescence, 1 M DEA, 30 min; active compounds read high; 0 = EDTA background, 1 = DMSO-only activity;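 active means activation factor at least 2 at 20 µM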
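Assay system: human TNAP; Input: enzyme diluted 1/800 final; Reagent: CDP-star luminogenic substrate at 100 µM final; Timing: 30 min, room temperature; Signal: luminescence; Evaluation: TNAP activation factor scaled between EDTA and DMSO control wells.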
bIAP act: increases bovine intestinal alkaline phosphatase activity. activation factor at 20 µM. 200,000 compounds, 0.17% hits. purified bovine IAP, CDP-star luminescence, 30 min; active compounds read high; fold of DMSO-control signal, blank-subtracted;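 active means activation factor of 2 or more at 20 µM, a signal rise over negative controls twice the positive control's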
PPARg SRC1 recr: promotes SRC-1 coactivator recruitment by human PPARgamma. 200,000 compounds, 0.41% hits. activation, % at 8 µM. AID 631. PPARgamma-SRC-1 coactivator recruitment biochemical assay; in the data active means activation above about 19%;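 further: 0% = DMSO and 100% = reference agonist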
SRC2 TRFRET art: counter-screen for PPARgamma SRC-2 recruitment agonists: TR-FRET artefact; active compounds read high; TR-FRET ratio at 8 µM; 200,000 compounds, 0.4% hits; AID 1049; in the data active means TR-FRET ratio above about 2000; further: inactives centre near 1500
PPARg SRC3 recr: PPARgamma-driven SRC-3 recruitment agonism; P37231; biochemical PPARgamma/SRC-3 coactivator recruitment assay; activation, % at 8 µM; 200,000 compounds, 0.26% hits; AID 731; in the data active means activation above about 23%;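 further: 0% = DMSO and 100% = reference agonist; some compounds past the cut are filed as inactive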
* = called active by the depositor; . = not tested or not shown.

SMILES | STAT3 inh | ROMK mod | bIAP inh | STAT3 act | STAT1 inh | PPARg SRC2 recr | TNAP act hiacc | bIAP act | PPARg SRC1 recr | SRC2 TRFRET art | PPARg SRC3 recr
COC(=O)Cc1cc(=O)[nH]c(/N=C(\N)Nc2cccc(C)c2)n1 | 5.0 | 0.784 | -17.3 | 97.5 | 2.1 | 3.1 | 1.1 | 1.2 | -0.4 | 1645 | 3.5
CCc1cc(C)c(O)c(CC)n1 | -3.2 | -0.647 | 6.1 | 102.8 | -8.9 | -0.1 | 1 | 0.9 | -1.0 | 1660 | 2.2
COC(=O)c1[nH]c2cc(C)ccc2c1NC(=O)CN1CCN(c2ccccc2OC)CC1 | -22.0 | -1.32 | 6.7 | 121.5 | 13.1 | 4.6 | 1 | 0.9 | 2.3 | 1491 | 6.8
Cc1cc(Br)ccc1OCC(=O)N1CCCCCC1 | -6.3 | . | -6.0 | 106.5 | 6.3 | 5.7 | 1.1 | 1.1 | 1.8 | 1458 | -10.4
O=C(CN1CCCCC1)N/N=C/c1ccccc1OCc1ccccc1 | -5.6 | -0.53 | -2.2 | 105.8 | -6.6 | -1.9 | 1 | 1 | 0.2 | 1425 | -1.0
CC1CN(C)C(C)C/C1=N\Oc1ccc([N+](=O)[O-])cc1 (centres undefined) | 22.4 | -1.1 | -8.3 | 82.8 | -3.9 | -3.2 | 1 | 1.1 | -8.4 | 1532 | 0.4
Cc1ccc(CNC(=S)NCc2ccncc2)cc1 | 13.2 | 0.303 | -2.2 | 96.2 | 14.6 | 7.6 | 1 | 1 | -1.1 | 1651 | 6.8
COc1ccc(OC)c(-c2cc(C(=O)N3CCCc4ccccc43)no2)c1 | 10.6 | -0.426 | -8.9 | 91.6 | -0.5 | 5.4 | 1 | 1.1 | -2.8 | 1381 | 0.3
CCOc1ccc(C(=O)Nc2cc(C)on2)cc1 | 46.0* | 1.08 | 4.7 | 65.7 | -4.1 | 4.3 | 1.1 | 1 | 7.6 | 1786 | -1.3
Cc1cc(C(=O)COc2cccnc2[N+](=O)[O-])c(C)n1Cc1cccs1 | 32.5 | 1.47 | 5.2 | 74.8 | 13.1 | 0.1 | 1 | 0.9 | 5.8 | 1677 | 4.1
O=C(Nc1nc(-c2ccncc2)cs1)c1ccco1 | 11.4 | -0.234 | 3.8 | 93.6 | -19.6 | 5.3 | 1 | 1 | 10.6 | 1653 | -2.2
O=C(Oc1ccc2ccccc2c1)c1ccco1 | 3.0 | -1.1 | 1.7 | 101.2 | -7.8 | -2.7 | 1 | 1 | 8.2 | 1655 | 2.5

Some of the entries so far, in CSV form.
canonical_smiles,STAT3 inh,ROMK mod,bIAP inh,STAT3 act,STAT1 inh,PPARg SRC2 recr,TNAP act hiacc,bIAP act,PPARg SRC1 recr,SRC2 TRFRET art,PPARg SRC3 recr
COC(=O)Cc1cc(=O)[nH]c(/N=C(\N)Nc2cccc(C)c2)n1,5.0,0.784,-17.3,97.5,2.1,3.1,1.1,1.2,-0.4,1645,3.5
CCc1cc(C)c(O)c(CC)n1,-3.2,-0.647,6.1,102.8,-8.9,-0.1,1,0.9,-1.0,1660,2.2
COC(=O)c1[nH]c2cc(C)ccc2c1NC(=O)CN1CCN(c2ccccc2OC)CC1,-22.0,-1.32,6.7,121.5,13.1,4.6,1,0.9,2.3,1491,6.8
Cc1cc(Br)ccc1OCC(=O)N1CCCCCC1,-6.3,.,-6.0,106.5,6.3,5.7,1.1,1.1,1.8,1458,-10.4

Further structures:
SMILES | STAT3 inh | ROMK mod | bIAP inh | STAT3 act | STAT1 inh | PPARg SRC2 recr | TNAP act hiacc | bIAP act | PPARg SRC1 recr | SRC2 TRFRET art | PPARg SRC3 recr
Nc1nonc1C(=O)NCCNCc1c(OCc2ccccc2F)ccc2ccccc12 | 3.4 | . | 45.1 | 100.1 | 5.6 | 2.6 | 1.1 | 0.5 | 3.4 | 1532 | -5.8
O=C1NC2(CCCCCC2)N=C1c1ccc(F)cc1 | 6.5 | -1.64 | -3.0 | 99.3 | 1.8 | 7.0 | 1.1 | 1 | -1.7 | 1391 | -4.7
CCS(=O)(=O)CCSc1nc2ccccc2o1 | -5.5 | . | 10.4 | 107.3 | 2.6 | -2.7 | 1 | 0.9 | 2.3 | 1517 | 2.9
COc1cc2c(=O)n(-c3ccc(C)cc3)c(=O)n(CC(=O)c3ccc4c(c3)OCO4)c2cc1OC | 2.8 | . | -2.3 | 103.1 | 14.3 | 9.9 | 1.1 | 1 | 11.4 | 1528 | -0.9
COCCn1c(SCC(=O)Nc2nnc(C)s2)nnc1-c1c[nH]c2ccccc12 | 10.1 | . | -6.5 | 90.9 | 4.8 | -2.0 | 1 | 1.1 | 4.9 | 1458 | 4.7
COc1ccc(C)cc1NC(=O)C1CC(=O)N(Cc2ccco2)C1 (centres undefined) | 7.8 | 0.991 | -0.2 | 100.9 | 3.1 | -0.1 | 1.1 | 1 | 5.1 | 1493 | 0.0
Cc1cccc(NC(=S)NCc2ccc3c(c2)OCO3)c1C | -1.7 | . | -11.8 | 103.7 | 8.8 | 2.3 | 1.1 | 1.1 | -0.7 | 1605 | -0.7
CCOC(=O)c1c(C)[nH]c(C(=O)OCC(=O)N2CCc3ccccc32)c1C | -2.4 | 0.0758 | 5.0 | 104.4 | -7.0 | -15.0 | 1 | 0.9 | 6.9 | 1255 | -4.2
CCOC(=O)C(C)Sc1nc(N)c(NC(=O)c2ccc(OC)c(OC)c2)c(=O)[nH]1 (centres undefined) | 11.8 | . | 5.6 | 97.5 | -7.0 | 9.2 | 1 | 0.9 | -1.5 | 1699 | 4.2
O=C(Nc1nc2ccc(S(=O)(=O)N3CCCCC3)cc2s1)c1ccncc1 | 4.4 | . | -1.8 | 99.2 | -2.4 | -4.0 | 1 | 1 | -8.8 | 1375 | -8.1
O=C(CSc1ccc2c(c1)OCCO2)NCc1ccco1 | 6.1 | . | -7.7 | 99.7 | 5.6 | 6.9 | 1 | 1.1 | 7.7 | 1596 | -0.9
COc1ccc(-n2c(=O)c3ccccc3n(CC(=O)Nc3cccc(OC)c3)c2=O)cc1 | 5.6 | 0.714 | -2.5 | 96.6 | 2.5 | 2.3 | 1 | 1 | -4.6 | 1443 | -6.8
O=c1oc(-c2cc3ccccc3o2)nc2sc3c(c12)CCCC3 | 1.6 | -0.659 | 2.6 | 99.3 | -13.8 | 9.2 | 1 | 1 | 5.1 | 1661 | 3.6
COc1ccccc1NS(=O)(=O)N(C)C | 4.6 | -0.0864 | 10.8 | 101.2 | -1.8 | 6.7 | 1 | 0.9 | -1.1 | 1519 | -1.3
O=C(CN1CCc2ccccc2C1)Nc1ccccc1N1CCCCCC1 | -10.6 | . | 23.1 | 112.3 | -0.6 | -4.9 | 1.1 | 0.8 | 4.6 | 1490 | -5.2
O=C(COC(=O)/C=C/c1ccccc1[N+](=O)[O-])Nc1ccc(OCc2ccccc2)cc1 | 6.5 | -0.102 | 7.4 | 94.7 | -5.3 | -4.2 | 1.1 | 0.9 | 4.4 | 1670 | 3.0
CC1=NN(c2ccc(C)c(C)c2)C(=O)C1C(c1cccc(O)c1)C1C(=O)N(c2ccc(C)c(C)c2)N=C1C (centres undefined) | -24.4 | . | 8.0 | 125.2 | 5.8 | 6.3 | 1 | 0.9 | -0.3 | 1681 | -0.2
COc1nc(C)ccc1-c1noc(-c2ccncc2)n1 | -4.2 | . | 7.9 | 107.0 | -33.1 | 6.9 | 1 | 0.9 | -1.1 | 1538 | 1.1
O=C(O)CS(=O)CC(=O)Nc1cccc(C(F)(F)F)c1 (centres undefined) | -3.4 | 0.302 | -10.7 | 109.8 | -6.0 | -5.3 | 1.1 | 1.1 | -4.7 | 1487 | 4.2
COc1cccc(/C=N/NC(=O)C[n+]2ccccc2)c1OC | 6.9 | 0.00682 | 10.3 | 94.4 | -8.1 | 4.9 | 1 | 0.9 | 4.8 | 1642 | -0.1
COc1ccc(-c2nnc(SCc3cccc(C)c3)n2N)cc1 | -3.4 | . | -3.5 | 107.2 | -3.7 | 6.2 | 1.1 | 1 | 3.0 | 1729 | 7.5
N=c1sc2ccccc2n1-c1ccccc1 | -7.2 | . | 3.0 | 110.2 | -7.0 | 4.3 | 1.1 | 1 | 0.8 | 1554 | 3.2
COC(=O)c1ccc(Cn2cc(C(F)(F)F)ccc2=O)cc1 | 9.2 | 0.411 | -3.6 | 92.5 | 0.8 | 3.5 | 1 | 1 | -1.1 | 1500 | 1.3
CC(C)=NOc1nc(N(C)C)nc(N(C)C)n1 | -6.5 | -0.214 | -1.3 | 106.5 | -7.2 | -1.1 | 1 | 1 | -4.1 | 1472 | -7.1
Cc1ccc(S(=O)(=O)CNC(=S)c2ccc3ccccc3c2)cc1 | 0.1 | -0.204 | 29.7 | 98.6 | 1.7 | -1.8 | 0.9 | 0.7 | -3.9 | 1564 | -5.2
Cc1cccc(NC(=S)N(CCN(C)C)Cc2cc3cc(C)cc(C)c3[nH]c2=O)c1 | -5.8 | -4.91* | 9.9 | 102.6 | -9.3 | -3.6 | 1 | 0.9 | 4.7 | 1586 | 0.6
CCOc1ccc(-n2c(SCc3ccc([N+](=O)[O-])cc3)nnc2-c2ccccc2)cc1 | -3.8 | 0.813 | 27.7 | 101.0 | -7.5 | -0.5 | 1 | 0.7 | 1.7 | 1450 | 5.5
CN(C1CCCCC1)S(=O)(=O)c1ccc2c(c1)c(=O)c(C(=O)NCCN1CCCC1)cn2C | 8.8 | . | -2.8 | 100.1 | 2.9 | -3.2 | 1 | 1 | -1.6 | 1544 | -1.6
O=C(c1cccs1)n1nc(-c2cccnc2)nc1NCc1ccco1 | 19.2 | 1.23 | 3.6 | 89.9 | -5.8 | -0.8 | 1 | 1 | 9.0 | 1604 | 0.9
CCN(CC)S(=O)(=O)c1cccc(-c2nnc(SC(C)C#N)n2Cc2ccccc2)c1 (centres undefined) | 0.1 | -0.67 | -11.7 | 103.6 | 10.8 | 3.1 | 1 | 1.1 | 3.7 | 1474 | 2.3
CC1(C)Oc2ccc(C(=O)N3CCc4ccccc43)cc2N(CC(=O)N2CCCC2)C1=O | -0.5 | 3.76* | -4.6 | 102.7 | 2.0 | 8.0 | 1.1 | 1 | -0.5 | 1738 | -2.1
Cc1nc2ccc(NC3=NCCCCC3)cc2s1 | 5.6 | . | -8.9 | 103.8 | 2.2 | 5.1 | 1 | 1.1 | 2.7 | 1613 | -7.3
Cc1noc2ncnc(N3CCCCC3)c12 | 9.9 | 0.213 | 4.0 | 94.7 | 2.8 | -1.6 | 1 | 1 | -9.6 | 1428 | -2.2
Cc1c(NC(=S)NC(NC(=O)CC(C)C)C(Cl)(Cl)Cl)c(=O)n(-c2ccccc2)n1C (centres undefined) | 4.4 | . | 2.6 | 100.8 | -0.8 | -0.5 | 1 | 1 | 6.5 | 1483 | 0.4
